Compound activity: PubChem BioAssay, several laboratories
Mtb RmlCD inh – blocks M. tuberculosis RmlC and RmlD coupled enzymes; P9WH09+P9WH11; inhibition, % at 3.6 µM; RmlC+RmlD coupled enzyme assay, percent inhibition; primary screen in compound mixtures; 160,000 tested, 0.03% active; in the data active = inhibition mostly above about 34%, no sharp cut-off; also: some results filed as inactive read as strong as hits
Target sequence (P9WH09 whole entry, looked up): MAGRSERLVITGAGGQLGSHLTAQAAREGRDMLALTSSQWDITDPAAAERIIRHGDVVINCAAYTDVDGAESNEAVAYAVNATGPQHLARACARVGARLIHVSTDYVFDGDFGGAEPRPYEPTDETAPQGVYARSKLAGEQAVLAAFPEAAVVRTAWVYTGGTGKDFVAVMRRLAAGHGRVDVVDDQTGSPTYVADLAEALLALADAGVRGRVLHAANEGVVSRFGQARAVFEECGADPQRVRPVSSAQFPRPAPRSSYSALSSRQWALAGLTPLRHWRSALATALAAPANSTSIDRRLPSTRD
Target sequence (P9WH11 whole entry, looked up): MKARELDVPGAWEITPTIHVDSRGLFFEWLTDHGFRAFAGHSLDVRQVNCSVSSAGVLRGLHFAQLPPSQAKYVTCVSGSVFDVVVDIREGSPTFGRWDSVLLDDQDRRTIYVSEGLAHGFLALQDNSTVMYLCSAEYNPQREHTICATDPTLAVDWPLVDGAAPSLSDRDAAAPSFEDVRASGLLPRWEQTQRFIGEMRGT
GlmU inhibition – inhibition of mycobacterial GlmU enzyme – biochemical, glucosamine-1-phosphate acetyltransferase (AID 1376). one-dose inhibition, %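 (tested at 30 µM in the primary screen)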; IC50 in µM for titrated hits. 220,000 tested, 0.25% active. M. tuberculosis GlmU acetyltransferase enzyme assay; higher % means a stronger effect; in the data active = inhibition above about 13%;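 also: 0% = complete reaction with vehicle and 100% = reaction without substrate; strong numbers were not always called active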
* hit, by the source's call; x = not tested or not shown. A portion of the library; rates above refer to the full screens.

SMILES	Mtb RmlCD inh	GlmU inhibition
O=C(O)c1c[nH]c2cc(C(F)(F)F)ccc2c1=O	x	0.2%
CCOC(=O)Cn1nc(C)n(-c2ccc(C)cc2)c1=O	-2	-1.1%
CC(=O)N1CCC(=NNC(=O)CSc2cc(C)c(Br)cc2C)CC1	-7	-1.1%
CCCn1nc(NC(=O)c2cccs2)c2cc3cc(C)ccc3nc21	0	0.7%
CCN1CCN(CCCCOc2ccccc2F)CC1	14	0.1%
Cc1ncc(CSc2nc3ccccc3[nH]2)c(N)n1	9	4.0%
CC(NC(=O)Nc1ccc2c(c1)OCO2)C1CCCO1 (stereo unspecified)	5	2.1%
CN(C)c1ccc(NC(=O)c2sc(SCC(=O)Nc3nccs3)nc2N)cc1	-11	2.6%
O=C(N/N=C1\CCSC1)c1cc(Cl)ccc1O	-11	0.9%
CC(O)C(NS(=O)(=O)c1ccc(Cl)cc1)C(=O)OCc1cc([N+](=O)[O-])cc2c1OCOC2 (stereo unspecified)	-15	4.0%
CCOC(=O)c1ccc(NC(=S)Nc2ccc(C)cc2)cc1	3	2.7%
CN(CC(=O)N1CCN(c2ccccc2)CC1)S(=O)(=O)c1cccs1	-8	-3.7%
N#C/C(=C\c1ccc(C#N)cc1)C(=O)c1ccccc1	x	-5.9%
Cc1ccc(S(=O)(=O)C(C#N)c2nc3ccccc3nc2N2CCCC2)cc1 (stereo unspecified)	9	1.2%
CN1CCC23c4ccccc4NC1C21CCN(C)C3Nc2ccccc21	x	4.9%
O=C(c1cc2nc(-c3ccco3)cc(C(F)(F)F)n2n1)N1CCCc2ccccc21	6	-0.6%
Cc1cn(-c2cc(C(=O)Nc3ccc(C)c(NC(=O)C(=O)c4c[nH]c5ccccc45)c3)cc(C(F)(F)F)c2)cn1	x	-0.5%
CCCc1cc(C(=O)NCCc2ccc(OC)c(OC)c2)no1	-4	1.7%
COc1ccc(C[C@H]2c3cc(O)c(OC)cc3CC[N+]2(C)[O-])cc1O (stereo partly specified)	8	1.8%
Cc1cc(C)cc(NC(=O)C/C(N)=N/O)c1	8	1.3%
Cc1ccc(-c2ccc(=O)n(CCC(=O)N3CCC4(CC3)OCCO4)n2)cc1	-13	1.5%
Cc1cccc(C2N(c3nccs3)C(=O)C3CCCN32)c1 (stereo unspecified)	-6	0.5%
O=C(Nc1ccc2nc(-c3ccccn3)c(-c3ccccn3)nc2c1)N1CCOCC1	-16	0.8%
CCOC(=O)c1c(C)n(C)c2ccc(OC)c(NC(=O)CN3CCC(C(=O)OCC)CC3)c12	0	3.9%
CCn1c(CCn2c3ccccc3c3ccccc32)n[nH]c1=S	-11	-0.1%
O=C(c1cccc([N+](=O)[O-])c1)c1ccc2c(c1)OCCOCCOCCOCCO2	9	-2.5%
COc1ccc(C(=O)/C(C#N)=N/Nc2ccc([N+](=O)[O-])cc2)cc1	8	10%
O=C(N/C(=C/c1cn(-c2ccccc2)nc1-c1ccccc1)C(=O)N1CCOCC1)c1ccc(Cl)cc1Cl	4	1.1%
CCOc1ccccc1C(=O)Nc1nnc(C(C)C)s1	x	0.2%
COC(=O)C1=CO[C@H](C)[C@H]2CN3CC[C@@]4(C(=O)Nc5ccccc54)[C@@H]3C[C@H]12	x	-1.5%
COc1cccc(C(C(=O)NC2CCCCC2)N(C(=O)Cc2cccs2)c2ccc(-n3cnnn3)c(OC)c2)c1 (stereo unspecified)	-2	4.3%
CN(C)c1nc(N)nc(-c2ccco2)n1	-6	3.3%
C=C(C)CSc1nnc([C@@H](NC(=O)OC(C)(C)C)C(C)CC)o1 (stereo partly specified)	-5	7.0%
O=C(CN1CCC(n2nnc3cc(F)ccc32)CC1)Nc1ccccc1N1CCOCC1	-6	2.9%
CCCN1CNC(=S)N(c2ccccc2C)C1	3	8.6%
S=C(c1ccc(-c2cc(Cl)ccc2Cl)o1)N1CCOCC1	-8	-3.0%
O=C(NNS(=O)(=O)c1cccc(Cl)c1)c1cc(-c2ccc(F)cc2)nc2ccccc12	-34	4.0%
CC(=O)/C(N=Nc1ccc(C(=O)O)cc1[N+](=O)[O-])=C(\C)O	x	0.8%
COc1ccc(C(=O)CN2CCOCC2)cc1F	x	-2.1%
COc1ccc(C(=O)Nc2cccc(/C=C(\CCC(=O)O)c3nc4ccccc4s3)c2)cc1	x	24%
CC1CN(c2nc3ccccn3c(=O)c2/C=C(\C#N)C(=O)N2CCOCC2)CC(C)O1 (stereo unspecified)	x	7.9%
COc1ccc(C(C)(C)C)cc1NC(=O)c1cncc(Br)c1	-10	1.9%
COc1ccc(C(C(=O)NC2CCCCC2)N(C(=O)CCl)c2ccc(OC)cc2)cc1 (stereo unspecified)	4	-5.5%
COc1cc(NC(=S)N2CCN(Cc3ccccc3)CC2)cc(OC)c1	4	3.0%
Cc1cc(C)c(Cn2cnc3ccccc32)c(C)c1	8	0.6%
O=C(CN1CCN(c2ccc(F)cc2)CC1)Nc1nnc(-c2ccccc2)s1	-195	-2.4%
CC1=NCCN1S(=O)(=O)c1c(C(C)C)cc(C(C)C)cc1C(C)C	-4	-6.0%
CCOC(=O)c1cccc(Nc2nc(-c3cccnc3)nc3ccccc23)c1	7	x
CCC(OC(=O)c1ccco1)C(=O)NCc1ccc(C)cc1 (stereo unspecified)	x	4.3%
CCOC(=O)c1c(NC(=O)CSc2nnc(C)c(=O)[nH]2)sc2c1CCC2	x	5.8%
COc1ccc(-c2cn3ccccc3n2)cc1	-17	8.2%
O=S(=O)(O)CCS	x	-5.4%
CC1CN(C(=O)N2CCOCC2)CCN1C(=O)N1CCOCC1 (stereo unspecified)	73	0.6%
CCOc1ccccc1OCCOCCN1CC(C)OC(C)C1 (stereo unspecified)	x	4.3%
Cc1c(NC(=O)C(C)N2C(=O)c3ccccc3C2=O)c(=O)n(-c2ccccc2)n1C (stereo unspecified)	-3	-0.7%
N#CCCn1cc(C(=O)Nc2ccc(C(=O)O)cc2)c(-c2cccs2)n1	-9	4.9%
Cc1ccc(CN2CCN(Cc3ccon3)CC2CCO)cc1 (stereo unspecified)	x	3.3%
NC(=S)c1cn(C2OC(CO)C(O)C2O)c2ncnc(N)c12 (stereo unspecified)	-8	2.6%
O=C(O)c1cc(=O)c2c(Cl)cc(Cl)cc2[nH]1	x	-4.0%
COC(=O)c1c(C)oc2ccc(OC(=O)N3CCOCC3)cc12	-1	1.2%

Molecules above that have an NH in an aromatic ring:
SMILES	Mtb RmlCD inh	GlmU inhibition
O=C(O)c1c[nH]c2cc(C(F)(F)F)ccc2c1=O	x	0.2%
Cc1ncc(CSc2nc3ccccc3[nH]2)c(N)n1	9	4.0%
Cc1cn(-c2cc(C(=O)Nc3ccc(C)c(NC(=O)C(=O)c4c[nH]c5ccccc45)c3)cc(C(F)(F)F)c2)cn1	x	-0.5%
CCn1c(CCn2c3ccccc3c3ccccc32)n[nH]c1=S	-11	-0.1%
CCOC(=O)c1c(NC(=O)CSc2nnc(C)c(=O)[nH]2)sc2c1CCC2	x	5.8%
O=C(O)c1cc(=O)c2c(Cl)cc(Cl)cc2[nH]1	x	-4.0%

Continuation:
SMILES	Mtb RmlCD inh	GlmU inhibition
CC(C)(C)C(=O)OCc1nc(-c2ccc(C(F)(F)F)cc2)cs1	-3	x
O=c1c2sccc2nc(SCc2cc(=O)n3ccccc3n2)n1Cc1ccccn1	-7	2.5%
Cc1[nH]n(-c2ccccc2)c(=O)c1N=Nc1ccc2c(c1)OCO2	5	6.4%
COc1ccc(/C=C2\COc3ccccc3C2=O)cc1OC	-13	-3.2%
Cc1onc(-c2ccccc2Cl)c1C(=O)OCn1nnc2ccccc2c1=O	39	6.8%
COC(=O)c1ccc(CSc2nc3c(cnn3-c3ccc(F)cc3)c(=O)[nH]2)o1	1	4.7%
COc1cc(/C=N/NC(N)=O)ccc1OCC(=O)Nc1ccc(C)c(C)c1	x	-6.2%
O=C(COC(=O)c1ccc(Cl)nc1)NCc1ccc2c(c1)OCO2	11	-0.7%
CCC(=O)Nc1ccc2c(c1)nc(CN1CCCCC1)n2C	-19	1.0%
C=C(C)CNC(=S)N1CCN(C(c2ccccc2)c2ccccc2)CC1	6	0.4%
NC(=O)c1ccccc1N=Cc1ccc2ccccc2c1	-7	-3.6%
COC(=O)c1cc(C(=O)OC)n(Cc2ccc(C)cc2)c1C	17	-2.6%
COc1ccc(-c2nn3cnnc3s2)cc1OC	x	6.5%
C=CCOC(=O)C1=C(C)NC(SCC(=O)N(CC)CC)=C(C#N)C1c1ccco1 (stereo unspecified)	6	8.6%
Cc1cc(C)nc(N/N=C/c2ccc3c(c2)OCCO3)n1	-10	1.2%
O=C(O)c1c[nH]c(=S)n1-c1ccc(F)cc1	x	-2.7%
O=C(NC(=S)Nc1cccc(S(=O)(=O)NC2=NCCC2)c1)c1cc(-c2ccco2)nc2ccccc12	13	-4.3%
O=C(N1CCOCC1)N(Cc1ccco1)CC1CCCO1 (stereo unspecified)	14	-7.0%
NC(N)=N/N=C/c1ccc(Cl)cc1Cl	-9	-10%
Clc1ccc(-n2nnnc2-c2cnc3ccccc3c2-c2ccccc2)cc1	5	-6.9%
CCN1C(=O)c2ccc(C(=O)O)cc2C1=O	-7	0.7%
CCn1c(=NC(=O)COc2ccccc2)sc2cccc(F)c21	x	1.5%
CNC(=O)CN1C(=O)NC(Cc2c[nH]c3ccccc23)C1=O (stereo unspecified)	-11	4.8%
CC(C)CCOCC1CC2(CC(C)(c3csc(N)n3)OC2=O)C(=O)O1 (stereo unspecified)	x	1.2%

One compound at a time, as listed above:
Listed for CC(C)(C)C(=O)OCc1nc(-c2ccc(C(F)(F)F)cc2)cs1 = Mtb RmlCD inh: -3; GlmU inhibition: x
Listed for C=C(C)CSc1nnc([C@@H](NC(=O)OC(C)(C)C)C(C)CC)o1 (stereo partly specified) = Mtb RmlCD inh: -5; GlmU inhibition: 7.0%

Fetched one by one from above, four records:
SMILES	Mtb RmlCD inh	GlmU inhibition
O=C(N/C(=C/c1cn(-c2ccccc2)nc1-c1ccccc1)C(=O)N1CCOCC1)c1ccc(Cl)cc1Cl	4	1.1%
COc1ccc(/C=C2\COc3ccccc3C2=O)cc1OC	-13	-3.2%
Cc1[nH]n(-c2ccccc2)c(=O)c1N=Nc1ccc2c(c1)OCO2	5	6.4%
CCOC(=O)c1cccc(Nc2nc(-c3cccnc3)nc3ccccc23)c1	7	x

More structures follow.
SMILES	Mtb RmlCD inh	GlmU inhibition
COc1cccc(N2CC34C=CC(O3)C(C(=O)O)C4C2=O)c1 (stereo unspecified)	-6	-3.6%
COc1ccc(NC(C)C(=O)Nc2cc(C(F)(F)F)ccc2N2CCOCC2)c(OC)c1 (stereo unspecified)	0	-2.2%
C/C(=N\NC(=O)C(=O)Nc1ccc(C)c(Cl)c1)c1ccncc1	-2	-6.8%
CC(=O)/C(=N\Nc1cccc(Cl)c1)Sc1cccc2cccnc12	0	-1.5%
CCOC(=O)c1c(NC(=O)c2cccs2)sc(C(=O)N(C)C)c1C	106	2.5%
CCOc1ccc(N2C(=O)NC(=O)/C(=C\c3ccc(N4CCCCC4)o3)C2=O)cc1	-72	-0.4%
CC(=O)Nc1sc(C)c(C)c1C(=O)OCC(=O)N(C)C1CCS(=O)(=O)C1 (stereo unspecified)	3	-1.5%
CCN(CCS(=O)(=O)c1ccc(Cl)cc1)C(=O)Nc1ccc(Cl)cc1	14	x
Cc1cc(C)nc(SCCn2c(N3CCOCC3)nc3c2c(=O)[nH]c(=O)n3C)n1	-2	-4.4%
NNc1nc(N)c2c(n1)-c1ccccc1CC21CCCC1	6	-2.6%
COc1ccc(CN2CC(C(=O)NCCCN3CCN(Cc4ccccc4)CC3)CC2=O)cc1 (stereo unspecified)	x	-3.0%
CCC(Sc1ncccc1C(=O)Oc1cccc([N+](=O)[O-])c1)C(=O)Nc1ccccc1OC (stereo unspecified)	x	-2.2%
COc1ccc2cc(Br)ccc2c1CC(=O)N(C)C	-2	-1.4%
Cc1ccsc1C(=O)NNC(=S)NCC(C)C	x	11%
CSCCOC(=O)COc1ccc(/C=N/NC(=O)c2nn(C)cc2Cl)cc1	6	2.0%
O=C(NCCC1=CCCCC1)c1cnccn1	2	-9.3%
Cc1ccc(Nc2nnc(-c3ccc4c(c3)OCO4)o2)c(C)c1	-8	-0.5%
Clc1ccc(C2[C@H]3CN(CC4CCCCC4)[C@H](c4ccccc4)C34CC2(c2cccnc2)C4)cn1 (stereo partly specified)	x	-2.5%
COC(=O)c1ccc(C(NC(=O)OCc2ccccc2)/C(F)=C/[C@@H](C)C(=O)O)cc1 (stereo partly specified)	x	-1.7%
Cn1c(=O)[nH]c(=O)c2c1nc(Sc1ncccn1)n2CCCc1ccccc1	x	3.9%
N#Cc1cnn(-c2nc3sc4c(c3c(=O)[nH]2)CCCC4)c1N	-4	x
Cc1cc(C)c(N2CCN(S(=O)(=O)N3CCCCCC3)CC2)c(C)c1	14	-1.9%
CC1=CCC2C(=O)N(c3ccc4ccccc4n3)C(=O)C2C1 (stereo unspecified)	-3	-1.8%
COC(=O)C1=C(C(=O)OC)[C@@H]2Nc3ccccc3[C@@]23C[C@@H](C(=O)OC)N(C(=O)CC(C)C)C3=N1	x	3.3%
N=C1/C(=C/c2cccn2Cc2ccc(F)cc2)C(=O)N=C2SC=CN12	24	-3.2%
CC(C)CN1CCNC(=O)C1CC(=O)NCc1cnn(-c2cccc(F)c2)c1 (stereo unspecified)	x	-8.6%
Cc1ccc(C)c2[nH]c(=O)c(CN(Cc3ccco3)S(=O)(=O)c3ccc4c(c3)OCCO4)cc12	x	-3.3%
O=C(C1=NN[C@@H]2C(=O)N(c3cccc(F)c3)C(=O)[C@H]12)c1cnccn1	17	x
O=C(O)c1ccc(-c2ccccn2)s1	-16	-2.9%
COc1ccc(C(=O)NC(C)c2nnc(SCc3ccc(Cl)c(Cl)c3)n2C)cc1 (stereo unspecified)	x	1.9%
COc1cc(C2C(C(=O)OC(C)C)=C(C)Nc3[nH]c(=O)[nH]c(=O)c32)ccc1O (stereo unspecified)	13	-2.8%
